# Compound activity deposited in PubChem by National Center for Advancing Translational Sciences (NCATS).
# NPSR antag – blocks cAMP signaling of the human neuropeptide S receptor | Q6W5P4 | CHO-NPSR cells, cAMP TR-FRET, antagonist mode | Potency, µM (top dose mostly 38.3 µM), for the others: top-dose activity change, negative = inhibition, usual class: inhibitors | 1% of 220,000 active | AID 1461; note: potency is the fitted concentration of half-maximal effect; % is set by controls: 0 for no effect and ±100 for the full control effect; nearly all actives have a fitted effect of over 50% in size; many of its hits are not listed in these tables
# Epigenetic reg – epigenetic control regulation, reporter derepression. murine LDR cells, GFP reporter derepression, 30 h. Potency, µM (titrated, usually from 53.9 µM), for inactives: at the highest dose GFP activation, most hits filed as activators. 0.2% of 280,000 active. AID 1865; note: potency is the fitted concentration of half-maximal effect; % of control where 0% means no effect; nearly all actives have a fitted effect of over 60% in size
#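 Reporter derepression read as number of fluorescent GFP-positive objects, 20-120 um in size, counted by laser-scanning cytometer. Mouse LDR line with an epigenetically silenced CMV-GFP locus; compound incubation 30 h, 37 C.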
# Lamin A splicing – modulators of lamin A splicing; HeLa LMNA splicing GFP/RFP minigene ratio, 48 h; Potency, µM (doses to about 46.1 µM), inactives show top-dose ratio change, negative = inhibition, hits mostly inhibitors; 0.01% of 200,000 active; AID 1487; active = well fitted inhibition curve with a large enough effect in the signal ratio, with a control signal flat, not every such curve was filed as active; inconclusive = small, poorly fitted or top-dose-only effect, or effect the other way, or a change in a side signal; the % refers to the signal ratio; note: potency is the fitted concentration of half-maximal effect; % is set by controls: 0 for no effect and ±100 for the full control effect
#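 S3 HeLa cells stably expressing lamin A-EGFP splicing minigene plus DsRed2, 600 cells/well, 48 h compound exposure at 37C. Laser-scanning cytometry; analysed as GFP (500-530 nm)/RFP (575-640 nm) total intensity ratio; 0.5% DMSO vehicle.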
# CBFb-RUNX1 inh – inhibitors of human CBF-beta and RUNX1 interaction. 230,000 tested, under 10 active. Potency, µM (top dose mostly 59.8 µM), for the others: at the highest dose activity, negative = inhibition, most hits filed as inhibitors. AlphaScreen CBFb-His/RUNX1-biotin binding, biochemical. AID 1477; note: % of control where 0% means no effect
# Target sequence (Q01196 whole entry, looked up): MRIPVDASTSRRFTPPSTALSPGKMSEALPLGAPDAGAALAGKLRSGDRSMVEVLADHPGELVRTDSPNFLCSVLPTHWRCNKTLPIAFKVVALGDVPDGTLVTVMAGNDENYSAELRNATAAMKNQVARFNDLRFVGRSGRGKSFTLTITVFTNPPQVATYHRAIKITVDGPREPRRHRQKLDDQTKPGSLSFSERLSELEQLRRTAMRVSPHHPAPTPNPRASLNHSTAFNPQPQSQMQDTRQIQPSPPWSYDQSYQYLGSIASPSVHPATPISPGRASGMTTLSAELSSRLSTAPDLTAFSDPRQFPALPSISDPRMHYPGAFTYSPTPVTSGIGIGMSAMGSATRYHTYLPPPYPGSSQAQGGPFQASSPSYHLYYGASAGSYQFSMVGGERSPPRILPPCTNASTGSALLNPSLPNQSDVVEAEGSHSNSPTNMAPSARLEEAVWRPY
# Target sequence (Q13951 whole entry, looked up): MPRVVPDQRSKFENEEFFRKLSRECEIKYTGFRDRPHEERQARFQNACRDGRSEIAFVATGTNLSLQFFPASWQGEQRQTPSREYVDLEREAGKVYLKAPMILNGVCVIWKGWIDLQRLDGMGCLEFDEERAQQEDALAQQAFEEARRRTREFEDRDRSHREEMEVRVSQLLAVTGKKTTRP
#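 AlphaScreen binding: CBFb-His and RUNX1-biotin (30 nM each) preincubated 20 min, compound added for 15 min, then nickel and streptavidin beads for 90 min, all at room temperature. Disruption of the interaction by any mechanism counts as activity.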
# Luc counter – blocks Kinase-Glo luciferase, a counter-screen artifact. Q27757. Kinase-Glo luciferase, ATP luminescence, 8 min. Potency, µM (highest dose often 38.3 µM), for inactives: at the highest dose activity change, negative = inhibition, most hits filed as inhibitors. 0.28% of 200,000 active. AID 1379; note: potency is the fitted concentration of half-maximal effect; % is set by controls: 0 for no effect and ±100 for the full control effect; nearly all actives have a fitted effect of over 60% in size
#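 Light output from Kinase-Glo luciferase with luciferin and 10 uM ATP in 50 mM imidazole pH 7.2, KCl, MgCl2, Tween 20, BSA; compound pin-delivered, 8-min ambient incubation, then luminescence read.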
# HTT aggregate – inhibitors of mutant huntingtin aggregate formation in PC12 cells | Potency, µM (top dose mostly 46.1 µM), inactives show top-dose activity change, negative = inhibition, most hits filed as inhibitors | 1.1% of 220,000 active | AID 1688 | PC12 HttQ103-GFP aggregates, Acumen cytometry, 40 h; note: potency is the fitted concentration of half-maximal effect; % is set by controls: 0 for no effect and ±100 for the full control effect; nearly all actives have a fitted effect of over 60% in size
#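 Ecdysone-promoter PC12 model expressing HTT exon 1 Q103 fused to GFP, induced by tebufenozide at 100 nM final. Compounds titrated; aggregates sized 1–25 µm scored on a 488 nm laser cytometer.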
# IMPase Li cell – cell-permeable IMPase inhibitors with lithium potentiation; CHO-M1 cells, IP1 TR-FRET (IP-One), carbachol + lithium; Potency, µM (doses to about 59.4 µM), for inactives: at the highest dose activity, negative = IMPase inhibition, most hits filed as inhibitors; 0.35% of 210,000 active;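 note: IP1 builds up when IMPase is blocked and the TR-FRET signal falls; potency is the fitted concentration of half-maximal effect; plate controls were basal vehicle for no effect and high inhibitor control for full effect; nearly all actives have a fitted effect of over 50% in size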
#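 Steps: plate 2000 CHO-M1 cells per well and culture 16–30 h; add compound and lithium; incubate 30 min, 37C; add d2-IP1 tracer and Eu cryptate anti-IP1 antibody in lysis buffer; read after 10 min at room temperature.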
# Starred values were filed as active, the others as inactive; ? = inconclusive; · = no result given; [ ] = another dose, or the depositor's remark. Unless noted, calls come from the whole dose curve; as a rule, active = well fitted curve in the direction sought with a large enough effect; inconclusive = small, poorly fitted or top-dose-only effect, or another doubt; inactive = no such curve, though single readings can be large; an effect the other way counts as inactive or inconclusive. These rows are one share of the data (hit frequency here may not be typical).
SMILES,NPSR antag,Epigenetic reg,Lamin A splicing,CBFb-RUNX1 inh,Luc counter,HTT aggregate,IMPase Li cell
COC(=O)[C@@H]1C[C@]2(OC(=O)c3ccccc3)C=CC(=O)C[C@@H]2N1C(=O)OCc1ccccc1,-36%,0.6%,?,2%[2.36 µM],3%,?,10%
COc1ccc(S(=O)(=O)N2CCN(C(=O)c3c(-c4ccccc4)noc3C)CC2)cc1,-2%[46.1 µM],-1.0%,3%,3%,-2%,-2%,2%[38.3 µM]
Cc1c(NC(=O)c2cccs2)cccc1-c1nc2ccccc2s1,9%,-1.0%,?,2%,1%,-10%,-11%
CCC(=O)OCC(=O)[C@@]1(OC(=O)CC)[C@H](C)C[C@@H]2[C@H]3CCC4=CC(=O)C=C[C@]4(C)[C@]3(Cl)[C@@H](O)C[C@@]21C,·,0.0%[16.9 µM],-3%,11%[21.7 µM],2%[17.1 µM],·,-2%
O=[N+]([O-])c1ccc2c(c1)c(-c1ccccc1)nc1nncn12,2%,-4.9%,-22%[46 µM],1%,-2%,7%,6%
O=C(/C=C/c1cccs1)Nc1nncs1,-6%[7.67 µM],-0.3%,·,3%,·,13%[9.22 µM],·
CCCC(C)NS(=O)(=O)c1ccccc1 (stereo not drawn),6%[46.1 µM],-1.9%,3%,0%,-6%,11%,5%[38.3 µM]
CN(C)C(=O)Cn1cnc2c(cnn2-c2ccccc2Cl)c1=O,-3%[46.1 µM],1.5%,-3%,-2%,-2%,4%,5%[38.3 µM]
COc1ccc(Cl)cc1NC(=O)CC(C)c1ccccc1 (stereo not drawn),?,-2.0%,17%,9%,-1%,-3%,38%[activator][38.3 µM]
O=C(C=C1CCN(c2ncc(C(F)(F)F)cc2Cl)CC1)NNC(=O)Nc1ccc(Cl)cc1,-4%[46.1 µM],0.9%,6%,13%,-2%,15%,-20%[38.3 µM]
O=C(O)c1ccc(CSCc2ccco2)cc1,1%[46.1 µM],0.9%,3%,4%,-2%,-11%,22%[38.3 µM]
Cc1cc(C)n(CCNC(=O)c2cc(COc3ccc4ncccc4c3)on2)n1,2%,0.0%,·,9%,·,5%[9.22 µM],·
Cn1c(=O)c2c(nc(N3CCN(C(=O)c4ccco4)CC3)n2CCSc2ncccn2)n(C)c1=O,4%,0.9%,-8%[46 µM],7%,2%,3%,1%
Cc1nc(C)c(C(=O)O)c(-c2ccsc2)c1C(=O)O,5%,0.0%,·,1%,·,6%[9.22 µM],·
C=CCNC(=S)Nc1ccc2nc(C)oc2c1,6%,1.1%,?,3%,-1%,7%,-2%
Nc1nc2ccc(-c3nc4ccccc4o3)cc2s1,-12%,-1.0%,?,7%,-1%,-7%,7%
CCCC(=O)Nc1nc2nc(-c3ccccc3)cc(-c3ccccc3)n2n1,-12%[46.1 µM],-1.2%,0%,1%,-1%,24%,-17%[38.3 µM]
Cc1ccccc1C(=O)NC(NCC1CCCO1)C(Cl)(Cl)Cl (stereo not drawn),-2%[46.1 µM],-0.8%,3%,3%,-1%,-15%,12%[38.3 µM]
Cc1ccc(S(=O)(=O)NCC(=O)N2CCOCC2)cc1,19%[46.1 µM],0.8%,3%,-1%,1%,1%,2%[38.3 µM]
C[C@]12C=CC(=O)C=C1CC[C@@H]1[C@@H]2C(=O)C[C@@]2(C)[C@H]1CC[C@]2(O)C(=O)CO,·,·,-10%,10%[21.7 µM],·,5%,4%
C/C(O)=C(/C=NCC(=O)O)C(=O)Nc1nccs1,-1%,-2.2%,·,-17%,-2%,-2%,-3%
N#CCCN(CCC#N)S(=O)(=O)c1ccc(C(=O)Nc2nnc(C3=COCCO3)o2)cc1,9%,-0.9%,·,-17%,0%,-17%,2%
N#Cc1c(N2CCOCC2)nsc1-c1ccc(C(F)(F)F)cc1,38%,0.0%,·,10%,·,2%[9.22 µM],·
CCOc1ccc(Cl)cc1/C=N/NC(N)=O,14%,1.1%,·,-2%,0%,·,-8%
Cc1ccccc1NC(=O)Nc1cc(S(N)(=O)=O)ccc1C,-6%[46.1 µM],-2.1%,-8%,4%,1%,?,-14%[38.3 µM]

# The list goes on, starting with the last 3 of the part before.
SMILES,NPSR antag,Epigenetic reg,Lamin A splicing,CBFb-RUNX1 inh,Luc counter,HTT aggregate,IMPase Li cell
N#Cc1c(N2CCOCC2)nsc1-c1ccc(C(F)(F)F)cc1,38%,0.0%,·,10%,·,2%[9.22 µM],·
CCOc1ccc(Cl)cc1/C=N/NC(N)=O,14%,1.1%,·,-2%,0%,·,-8%
Cc1ccccc1NC(=O)Nc1cc(S(N)(=O)=O)ccc1C,-6%[46.1 µM],-2.1%,-8%,4%,1%,?,-14%[38.3 µM]
CCOC(=O)c1cnn(-c2cc(C)nc3c(-c4ccccc4)cnn23)c1N,1%[46.1 µM],-1.5%,7%,-4%,-3%,7%,-9%[38.3 µM]
CCOC(=O)Cn1c(S(=O)(=O)Cc2cccc(F)c2)nc(-c2ccccc2)c1-c1ccccc1,?,0.0%,?,8%,7%,-11%,15%
Cc1nc2ccc(C(C(F)(F)F)(C(F)(F)F)C(F)(F)F)cc2[nH]1,-10%[46.1 µM],-1.1%,-4%,9%,-4%,-29%,9%[38.3 µM]
CC1CCN(Cc2c(C(=O)O)nnn2-c2nonc2N)CC1,9%,3.8%,3%[46 µM],3%,-1%,-1%[9.22 µM],-4%
c1ccc(OCc2nn3c(Cn4cnc5ccccc54)nnc3s2)cc1,-12%[46.1 µM],-1.1%,-15%,-4%,2%,-18%,11%[38.3 µM]
CCCCCCCCCn1cc(C(C)=O)c(=O)[nH]c1=O,-13%[46.1 µM],-2.3%,2%,-2%,-1%,8%,?
COC(=O)c1oc2ccccc2c1-n1cccc1,-10%[46.1 µM],2.0%,-8%,-1%,-3%,-6%,-1%[38.3 µM]
CS(=O)(=O)NNC(=O)CN1C(=O)C2C3C=CC(C3)C2C1=O (stereo not drawn),25%,-3.3%,13%[46 µM],-6%,-1%,0.032µM*,-5%
CCCCCCCCCCCCCCCC[n+]1cccc(C(=O)N(CC)CC)c1,?,1.0%,-7%,-1%,-1%,?,24%
CCCSc1nnc(CSc2nc(C)cc(C)n2)n1C,10%,1.3%,14%[46 µM],-10%,2%,7%,-6%
O=C(NCc1ccccc1)C1=C[C@H](c2coc3ccccc3c2=O)C[C@H](OCc2ccc(CO)cc2)O1,36%,-1.7%,·,-6%,·,9%[9.22 µM],10%
Cc1cc(NS(=O)(=O)c2ccc(-c3ccccc3)cc2)no1,-6%[46.1 µM],1.0%,10%,1%,-4%,4%,4%[38.3 µM]
O=C(CN(C(=O)CCC(=O)Nc1nccs1)c1ccc(F)cc1)NCC1CCCO1 (stereo not drawn),?,-1.0%,-4%,7%,2%,-7%,-1%[38.3 µM]
N=c1c(C(=O)NCc2ccc3c(c2)OCO3)cc2c(=O)n3ccccc3nc2n1Cc1cccnc1,-5%[46.1 µM],-1.1%,-6%,-23%,1%,-13%,32%[38.3 µM]
O=C(NCc1ccco1)c1ccc(CS(=O)(=O)c2cccc(C(F)(F)F)c2)o1,-16%[46.1 µM],0.4%,4%,3%,6%,19%,5%[38.3 µM]
Cc1cc(C)n2cc(CSc3ccc(Br)cc3)nc2n1,-18%,-0.1%,-15%[46 µM],16%,0%,-10%,28%
O=C(CSc1nc2scc(-c3ccco3)c2c(=O)n1-c1ccccc1)N1CCOCC1,-21%[46.1 µM],-1.1%,5%,0%,5%,-12%,?
CC(C)P(=O)(Cc1cccc(C#N)c1)C(C)C,13%[46.1 µM],0.0%,-1%,8%,11%,-5%,-1%[38.3 µM]

# Quoted from the listing for reference:
SMILES,NPSR antag,Epigenetic reg,Lamin A splicing,CBFb-RUNX1 inh,Luc counter,HTT aggregate,IMPase Li cell
CCOC(=O)c1cnn(-c2cc(C)nc3c(-c4ccccc4)cnn23)c1N,1%[46.1 µM],-1.5%,7%,-4%,-3%,7%,-9%[38.3 µM]
CCOC(=O)Cn1c(S(=O)(=O)Cc2cccc(F)c2)nc(-c2ccccc2)c1-c1ccccc1,?,0.0%,?,8%,7%,-11%,15%
Cc1nc2ccc(C(C(F)(F)F)(C(F)(F)F)C(F)(F)F)cc2[nH]1,-10%[46.1 µM],-1.1%,-4%,9%,-4%,-29%,9%[38.3 µM]
CC1CCN(Cc2c(C(=O)O)nnn2-c2nonc2N)CC1,9%,3.8%,3%[46 µM],3%,-1%,-1%[9.22 µM],-4%
